# Compound activity from PubChem.
# HDAC3 inhib – HDAC3 deacetylase inhibitors, primary screen, biochemical, fluorescence, cell-free homogeneous; Histone deacetylase 3 (Homo sapiens), O15379; recombinant HDAC3, fluorogenic peptide/trypsin coupled; inhibition, % at 8.3 µM; actives 0.15% (n = 320,000); in the data active means inhibition above about 26%, passing the limit was not always enough; inconclusive means no clear call, values can overlap the other calls
# Target sequence (O15379 whole entry, looked up): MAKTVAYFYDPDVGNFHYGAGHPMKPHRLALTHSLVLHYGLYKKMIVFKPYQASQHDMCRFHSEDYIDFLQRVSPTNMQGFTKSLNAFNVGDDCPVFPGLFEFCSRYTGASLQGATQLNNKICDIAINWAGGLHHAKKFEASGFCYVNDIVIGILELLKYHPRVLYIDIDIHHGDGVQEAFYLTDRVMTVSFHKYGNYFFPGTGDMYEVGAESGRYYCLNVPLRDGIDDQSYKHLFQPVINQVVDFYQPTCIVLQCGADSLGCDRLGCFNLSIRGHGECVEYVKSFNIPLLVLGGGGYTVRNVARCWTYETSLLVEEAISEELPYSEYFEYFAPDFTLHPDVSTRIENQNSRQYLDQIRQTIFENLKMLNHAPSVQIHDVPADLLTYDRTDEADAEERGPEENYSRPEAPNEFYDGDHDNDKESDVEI
# Platelet DG rel – inhibitors of platelet dense granule secretion, primary screen, cell-based, MLPCN, human platelets; human platelet-rich plasma, SFLLRN dense granule ATP release, luminescence; inhibition, %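 (compounds screened at 7.5 µM in platelet-rich plasma)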; actives 0.22% (n = 300,000); AID 1663, 2009;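 active means mean replicate score, as percent of positive control, at or above 50; inconclusive means mean below 50 but at least one replicate at or above 50; inactive means mean and every replicate below 50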
# AI-2 QS modul – Vibrio harveyi AI-2 quorum sensing modulators, primary screen, JMH597 strain, luminescence/OD600 ratio; Vibrio harveyi JMH597 AI-2 luminescence/OD600 ratio, 9 h; active compounds read low; strain lacks LuxN and CqsS sensors; 0 = neutral-control median; activity change, % at 7.5 µM; actives 0.4% (n = 300,000); in the data active means activity change below about -75%, passing the limit was not always enough; inconclusive means no clear call, values can overlap the other calls;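 further: luminescence divided by OD600 gain over 9 h not by final OD600 alone; inactives centre near 13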
# HSF-1 act – HSF-1 activators, primary screen, NIH3T3-HGL cells, MG132 stress, luminescence, single point. activation, % at 9 µM. actives 1.7% (n = 300,000). AID 504408, 2011. NIH3T3-HGL HSF-1 luciferase reporter, 8 h; 100% = twice DMSO control signal;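 active means mean replicate activation of at least 50% with a set share of replicates each reaching 50%; inconclusive means only one of those two conditions met; inactive means mean below 50% and too few replicates reaching it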;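 further: 0% = median of the neutral control wells and 100% = twice that signal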
# HSP90 inh – HSP90 inhibitors, primary screen, cell lysate, luminescence | Rabbit reticulocyte lysate, luciferase refolding luminescence, 3 h | Heat shock protein HSP 90 (rabbit reticulocyte lysate; luciferase refolding) | inhibition, % at 5.6 µM | actives 0.91% (n = 290,000);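 active means inhibition above the screen-wide mean plus 3 SD, computed separately per campaign, cut at about 16% in these data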;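 further: 0% = DMSO wells and 100% = 60 µM geldanamycin wells; inhibitors lower the luminescence because luciferase stays unfolded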
# HSF1 inh – HSF1 inhibitors in luciferase reporter cells, primary screen, cell-based, NIH3T3, luminescence. NIH3T3-HGL HSE-luciferase, MG132-induced, luminescence 8 h; active compounds read low. activity change, negative = inhibition, % at 7.5 µM (by protocol). actives 0.77% (n = 300,000);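 active means more than half of replicate wells show activity change below -50%, luminescence cut by over half; inconclusive means some wells, but at most half, below -50%; inactive means no replicate well below -50%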;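 further: luciferase reports HSF-1 transcriptional activity via heat shock element; 0% = median of DMSO wells and -100% = zero luminescence signal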
# IEC-6 tox – cytotoxicity in IEC-6 intestinal epithelial cells, primary screen, cytotoxicity control for KLF5 inhibitor project, cell-based, luminescence. IEC-6 cytotoxicity, luminescence viability. inhibition, % at 5 µM. actives 0.78% (n = 290,000); in the data active means inhibition above about 22%;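 further: 0% = plate median of test compound wells and 100% = cytotoxic reference compound wells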
# KLF5 inhibitor – KLF5 expression inhibitors, primary screen, DLD-1 cells, luminescence; AID 1700, 2009; actives 0.23% (n = 290,000); inhibition, % at 5 µM; DLD-1 KLF5 promoter-luciferase reporter;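 active means inhibition above a per-plate limit of that plate's mean compound inhibition plus 3 SD, cut at about 60% in these data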;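 further: 0% = DMSO wells and 100% = LY294002 at 200 µM; higher means less KLF5 promoter-driven luciferase light; inactives centre near -14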
# HIF activator – HIF pathway transcriptional activators, primary screen, cell-based, U2OS HRE-luciferase, luminescence; U2OS HRE-luciferase reporter; normalized: DMSO 0%, desferrioxamine 100%; activation, % at 7.5 µM (by protocol); actives 0.32% (n = 300,000);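 active means mean activation of at least 10% of the iron chelator positive control signal, with at least half of replicates also reaching 10%; inconclusive means mean and replicate majority disagree about reaching 10%; inactive means mean and most replicates under 10%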
# aSyn UTR inh – MLPCN primary screen, SNCA 5' untranslated region. inhibition, % (tested at 7.5 µM). actives 0.82% (n = 300,000). AID 1813, 2009. alpha-synuclein 5'UTR reporter, inhibitor activity; in the data active means inhibition above about 60%; inconclusive means no clear call, values can overlap the other calls;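 further: H4 neuroglioblastoma cells stably carrying SNCA 5'UTR luciferase fusion; 0% = DMSO wells and 100% = positive control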
# * = called active by the depositor; u = inconclusive; x = not tested or not shown.
SMILES,HDAC3 inhib,Platelet DG rel,AI-2 QS modul,HSF-1 act,HSP90 inh,HSF1 inh,IEC-6 tox,KLF5 inhibitor,HIF activator,aSyn UTR inh
COc1cccc(CC(NC(C)=O)C(=O)NC2CCN(c3ncccc3[N+](=O)[O-])CC2)c1 (stereo not drawn),-9,-2,15,14,-6,2,-8,-40,0.0,4
C=CCn1c(=O)c(C(C)=O)cn(N(C)c2ncc(C(F)(F)F)cc2Cl)c1=O,2,-3,17,-1,-1,1,-2,-19,-0.5,19
Cc1nn(-c2ccccn2)c2c1-c1nc(N)ncc1CC2,-20,16,10,-26,1,-2,0,-122,6.5,-101
S=C(NCc1ccco1)Nc1ccc(Cl)cc1Cl,-2,-4,11,24,-7,22,-8,-37,-0.4,-108
CC(C)(C)c1cc(Br)c(O)c(N=Nc2ccc(S(=O)(=O)N3CCOCC3)cc2)c1,0,3,29,10,1,-1,-1,-12,0.7,-41
COc1ccc(/C(N)=N/OC(=O)CCc2ccccc2)cc1,4,0,u,55*,2,34,2,-11,3.2,-100
COc1ccccc1C(=O)NNC(=S)Nc1ccccc1,x,-1,14,-3,4,-2,6,-19,0.8,-107
COc1cccc(N(C(=O)Cn2nnc(-c3ccc(C)o3)n2)C(C(=O)NC2CCCC2)c2ccncc2)c1 (stereo not drawn),8,1,11,15,1,7,-3,7,0.2,-2
CN(C)c1ccc(/C=C(/NC(=O)c2ccccc2)C(=O)NCCCn2ccnc2)cc1,5,11,24,2,0,-1,-5,-8,-0.9,-19
COc1ccc(C2CC(=O)c3c(ccc4ccccc34)N2)cc1OC (stereo not drawn),2,7,17,7,-1,2,1,0,-0.4,7
CCc1nc2ccc(C)cc2c(C(=O)NC2CCCCC2C)c1C (stereo not drawn),10,2,20,39,-3,17,-6,12,-0.5,-15
COc1ccccc1CNC(=O)CCN1C(=O)COc2ccccc21,-4,2,18,-11,1,-3,0,3,-0.6,7
Cc1c(C)c2ccc(OCC(=O)Nc3ccc(CN4CCOCC4)cc3)cc2oc1=O,-27,-25,14,-17,-1,-6,-1,-5,-0.5,-15
COc1cccc2cc(C(=O)N3CCCc4ccccc43)oc12,2,-5,9,8,-5,-2,0,-8,-0.2,9
CN(C)S(=O)(=O)c1ccc(N2CCCC2)c(C(=O)N2CCN(c3ccc([N+](=O)[O-])cc3)CC2)c1,2,-2,40,7,2,9,0,-6,-1.1,22
CCOc1c2ccc(C(=O)NCc3ccc(OC(F)(F)F)cc3)cc2nn1CC,0,0,7,12,-5,-3,-6,-7,-0.4,6
COc1ccc(CCNC(=O)c2coc3ccccc3c2=O)cc1OC,-1,1,3,u,1,27,4,-3,0.5,1
Cc1ccc(NC(=O)Cn2c(=O)n(Cc3ccco3)c(=N)c3c4c(sc32)COC(C)(C)C4)cc1,6,13,2,-7,4,-1,0,-4,-0.4,52
CCOC(=O)Cn1nc(C)c(NC(=O)c2ccc([N+](=O)[O-])c(C)c2)c1C,3,-2,17,42,-4,11,-4,-16,-0.4,-11
C=CCN1C(=O)/C(=C/c2ccc(O)c(OC)c2)S/C1=N/c1nccs1,1,0,30,27,-1,3,-8,-9,0.0,45
O=C(CSc1nnc2ccccn12)NNC(=O)c1ccc([N+](=O)[O-])cc1,x,u,11,-10,1,-2,-7,-10,-0.5,7
O=C(Nc1cccnc1)C1CCCN(c2ncnc3c2nc2n3CCCCC2)C1 (stereo not drawn),-13,-3,-22,8,-4,-4,1,-18,-0.2,20
COc1ccc(/C=C2\SC(=N)N(c3nccs3)C2=O)cc1OC,3,-3,19,-41,2,-37,4,10,0.0,65*
COc1ccc(C)cc1-n1nnnc1SCC(=O)Nc1cc(C)on1,-2,-13,18,-2,-1,-6,3,12,0.2,8
COC(CNC(=O)CNC(=S)N(Cc1ccccc1)Cc1cccs1)OC,-1,-4,-13,-6,-2,-2,3,13,-1.1,23
Cc1cccc(C)c1OCC(=O)Nc1ccc(NC(=O)c2ccco2)cc1,-2,-19,12,8,2,4,1,-19,-0.5,-7
COc1ccccc1NC(=O)COc1ccc2ccccc2c1,-4,0,21,2,-3,-1,-6,-3,1.1,-7
Cc1cccn2c(=O)c3cc(C(=O)NCc4ccco4)c(=N)n(C4CCCC4)c3nc12,-59,-20,13,0,1,3,4,-4,0.7,-56
CCN(CC)S(=O)(=O)c1ccc(OC)c(NC(=O)c2cn(CC)c3nc(C)ccc3c2=O)c1,3,16,2,3,3,-8,4,-25,-0.6,33
CC(C)c1ccc(/C=N/NC(=O)c2cccc(Cl)c2)cc1,11,0,-48,55*,-2,36,-3,-64,6.2,-238
COc1cccc(C2=NOC(C(=O)Nc3cccnc3Cl)C2)c1OC (stereo not drawn),2,-4,11,5,-2,2,-1,8,0.5,-13
CC(=O)Nc1ccc(S(=O)(=O)NNC(=O)COc2ccc(Cl)cc2Cl)cc1,0,7,13,-1,0,-4,-6,-10,0.0,-12
Cn1ccnc1SCC(=O)Nc1cc(C(F)(F)F)ccc1N1CCOCC1,-4,0,1,15,0,8,-5,-24,-0.4,9
Cc1ccc(NC(=O)NNC(=O)c2ccccc2)cc1,-8,6,20,18,-1,-4,4,-9,0.0,-8
COc1ccc(C(=O)NCc2nnc(SCC(=O)N3CCCCCC3)o2)cc1OC,2,-29,24,-5,0,1,0,4,-0.2,9
Cc1sc(NC(=S)NC(=O)c2ccc(C(C)(C)C)cc2)c(C#N)c1C,0,1,24,-52,3,-45,-2,-36,0.0,-16
COc1cccc(C(=O)N(Cc2ccc3c(c2)OCO3)Cc2nc3ccccc3c(=O)[nH]2)c1,7,9,24,32,-2,21,-3,-20,-4.5,2
COc1ccc(C(=O)COC(=O)CCN=C2NS(=O)(=O)c3ccccc32)c(OC)c1,2,4,14,-3,x,-3,x,x,0.0,-9
CC(=O)c1c(N)[nH]c(-c2ccccc2)nc1=S,-2,-20,21,3,-2,-4,7,-3,0.4,1
Cc1ccc(OCCC(=O)Nc2ccc(S(=O)(=O)Nc3cc(C)nc(C)n3)cc2)cc1,2,-38,22,-13,x,-7,x,x,-0.3,14
CCOC(=O)c1cnc(C(F)(F)F)nc1Oc1ccccc1,-3,4,16,9,-3,1,1,-13,0.4,9
C#CC[N+](CC)(CC)CC#Cc1ccccc1,x,0,6,-1,2,-3,1,7,1.0,-7
CCCCCn1c(SCc2ccncc2)nc2cc(C(=O)NCc3ccco3)ccc2c1=O,-4,-4,11,30,-4,4,-9,-6,-0.1,28
COc1cccc(Nc2nc(-c3ccccc3O)nc3ccccc23)c1,-2,2,12,-8,-2,-7,3,-26,1.1,-1
O=C(c1ccccc1Br)N1CCN(c2ccccc2)CC1,0,4,16,u,0,23,-4,-5,0.3,-3
CSc1ncccc1C(=O)Nc1ccc2nc(C)sc2c1,x,-11,28,2,-1,1,-12,-37,2.0,-40
O=C(Cn1cnc2ccccc2c1=O)N/N=C/c1ccc(Br)cc1,x,-3,-14,5,-4,-2,-6,-3,-0.2,11
C=CCNC(=S)NNC(=O)c1ccc(Br)cc1,-3,-1,7,-12,-2,9,2,15,0.0,-9
CCCCCCCC(=O)Nc1ccc(C(=O)N/N=C/c2cccc([N+](=O)[O-])c2)cc1,-5,-1,8,22,-1,4,-5,-18,-6.9,76*
CC(Oc1ccccc1)c1nnc(SCC(=O)NC2CC2)n1C (stereo not drawn),0,2,9,7,-4,1,0,-8,-1.5,2
COCCn1c(C)cc(C(=O)COC(=O)CCN2C(=O)c3ccccc3C2=O)c1C,1,2,16,-11,4,-11,3,11,-0.2,4
O=C(CSc1nnc(-c2ccncc2)n1Cc1ccco1)Nc1nc(-c2ccccc2)cs1,-13,-8,13,0,-2,6,-5,-41,1.9,0
O=C1CCCC2=C1C(c1cccs1)n1nc(SCc3ccc(C(=O)O)cc3)nc1N2 (stereo not drawn),-12,-1,14,-3,-2,-1,-3,-17,0.0,0
c1ccc(CSc2nnc(-c3sccc3-n3cccc3)o2)cc1,-7,4,-12,4,-4,-4,0,-34,-0.1,-15
COc1cc2c(=O)n(-c3ccc(C)cc3)c(=O)n(CC(=O)c3ccc4c(c3)OCO4)c2cc1OC,-1,18,3,8,1,0,0,-14,0.7,-44
CCCCOc1ccc(-n2nc(C)cc2C)nn1,1,-17,27,13,-4,17,1,-27,2.0,-72
O=C(Nc1ccc2c(c1)CCC2)c1cccc(S(=O)(=O)N2CCN(c3ccccc3)CC2)c1,4,-3,24,35,3,9,4,-11,-0.5,-20
C=CCn1c(-c2sc3nc(C)cc(C)c3c2N)n[nH]c1=S,-8,-2,16,-5,5,2,8,-23,-0.2,7
Cc1ccc(CNC(=O)COC(=O)c2ccc(Br)cc2)cc1,0,15,23,-24,-3,-12,6,8,0.1,4
CCC(=O)N(CCC(Cc1ccccc1)c1ccc2c(c1)OCO2)Cc1ccccc1F (stereo not drawn),14,-1,7,15,1,11,4,-13,-2.7,0

# The listing continues.
SMILES,HDAC3 inhib,Platelet DG rel,AI-2 QS modul,HSF-1 act,HSP90 inh,HSF1 inh,IEC-6 tox,KLF5 inhibitor,HIF activator,aSyn UTR inh
CCCCn1c(SCC(=O)NCC2CCCO2)nc2ccc(N3CCOCC3)cc2c1=O (stereo not drawn),-1,-2,-4,15,2,6,7,13,0.0,10
O=C(c1csc2ccccc12)N1CCN(c2ccccn2)CC1,0,2,26,-1,6,9,-1,-20,-0.2,18
COc1ccc(-c2nn(C)c(=O)c3ccccc23)cc1CNC(=O)C1CCCCC1,-8,-7,13,-5,5,1,-2,-6,0.2,-1
Cn1c(O)c(N=NC(=S)Nc2ccccc2F)c2cc(S(=O)(=O)N3CCOCC3)ccc21,x,-6,22,x,1,x,-8,-6,0.7,95*
Cc1ccc(S(=O)(=O)NCc2nc3nc(C)cc(C)n3n2)c(C)c1,x,-1,17,6,-3,-10,0,-12,-0.3,-4
COc1ccc(C)cc1NC(=O)C(=O)N/N=C(\C)CC(=O)Nc1cccnc1,-3,1,7,8,-4,-4,0,3,0.0,-7
CN1CCN(c2ccc(S(=O)(=O)N3CCCCC3)cc2NC(=O)COc2ccc(F)cc2)CC1,3,2,15,0,x,3,x,x,-1.5,7
O=C(c1cccs1)N1CCC(Cc2ccccc2)CC1,3,8,27,-17,-4,-14,5,-15,0.3,9
Cc1ccc(C)n1-c1nnc(N2CCC(C(=O)NCCCN3CC(C)CC(C)C3)CC2)s1 (stereo not drawn),12,-4,30,8,-1,1,4,-23,0.5,4
